# ABCB6 inh 2 – inhibitors of human ABC transporter ABCB6; K562-ABCB6 porphyrin accumulation, flow cytometry, 1 h; active compounds read low; Q9NP58; fluorescence ratio to DMSO, % at 10 µM; 0.19% of 360,000 active;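 active means fluorescence ratio to DMSO below 75%, the collection mean minus 3 SD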;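 further: signal is porphyrin accumulated inside mitochondria; 100% equals median channel fluorescence of DMSO control wells; lower ratio means ABCB6 inhibition with less porphyrin fluorescence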
# Vif imaging – blocks HIV Vif function. HEK293T cells, Vif self-association by quenched fluorescence, imaging, 24 h. inhibition, % at 7.49 µM. 0.35% of 340,000 active. AID 602346; in the data active means inhibition above about 50%, passing the limit was not always enough; further: some results filed as inactive read as strong as hits
# Glyco luc inh – N-linked glycosylation inhibition; D54 ERlucT glycosylation luciferase reporter, 24 h; percent of 100 nM tunicamycin response; reporter increase, % at 12.5 µM; 0.23% of 360,000 active; AID 588692;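 active means mean luciferase reporter signal, scaled so untreated is 0 and the glycosylation-blocking control 100, at or above a set limit in every replicate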;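 further: luciferase carries N-glycosylation sites so blocking glycosylation raises the light; 0% = median of neutral control wells and 100% = median of 100 nM tunicamycin wells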
# HTR2A ag – activates the mouse 5-HT2A serotonin receptor; P35363; CHO-K1 mHTR2A beta-arrestin complementation, luminescence; percent of 30 µM serotonin response; activation, % at 7.6 µM; 0.66% of 360,000 active; AID 624169;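 active means activation above a run cutoff, the mean activation of all tested compounds plus 3 SD, cut at about 14% in these data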;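 further: 0% = plate median of compound wells and 100% = 30 µM serotonin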
# CaV13 FRET inh – Primary screen for inhibitors of IQ motif and Ca2+-dependent inactivation inhibitor domain binding in CACNA1D, Förster resonance energy transfer in living cells, …; HEK cells, CFP/YFP FRET ICDI-IQ, plate reader, 10 min; percent FRET-ratio fall versus neutral wells; inhibition, % at 12.3 µM; 0.098% of 340,000 active;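 active means mean replicate inhibition of at least 30% and at least 1% of replicates passing that level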;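 further: 0% = median of the neutral control wells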
# PDI turbidity – inhibitors of human protein disulfide isomerase | P07237 | PDI insulin aggregation turbidity, A650, 90 min | inhibition, % at 10 µM | 0.052% of 350,000 active | AID 588391;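 active means mean inhibition across replicates of 30% or more, whatever share of single replicates reach that level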;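 further: absorbance from insulin aggregation driven by PDI reduction with DTT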
# Target sequence (P07237 whole entry, looked up): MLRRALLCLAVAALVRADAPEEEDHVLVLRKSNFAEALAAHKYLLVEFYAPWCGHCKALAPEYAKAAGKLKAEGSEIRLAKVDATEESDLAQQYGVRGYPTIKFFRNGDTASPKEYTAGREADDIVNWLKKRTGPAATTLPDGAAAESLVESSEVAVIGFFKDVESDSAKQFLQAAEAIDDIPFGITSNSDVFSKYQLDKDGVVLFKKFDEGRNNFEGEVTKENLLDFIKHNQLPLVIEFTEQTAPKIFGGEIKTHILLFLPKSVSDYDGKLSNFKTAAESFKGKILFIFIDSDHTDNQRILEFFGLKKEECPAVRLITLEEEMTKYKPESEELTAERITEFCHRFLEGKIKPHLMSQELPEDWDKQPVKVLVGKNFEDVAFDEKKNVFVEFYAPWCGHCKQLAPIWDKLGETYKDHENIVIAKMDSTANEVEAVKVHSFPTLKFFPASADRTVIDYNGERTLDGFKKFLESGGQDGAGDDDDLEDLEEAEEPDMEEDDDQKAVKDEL
# MC4R antagonist – human MC4R antagonism in cAMP assay; P32245; MC4R-expressing cells, MTII-stimulated cAMP, LANCE TR-FRET; inhibition, % at 6.5 µM; 0.48% of 360,000 active;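 active means inhibition above its plate's cutoff, the mean of tested wells on that plate plus 3 SD, cut at about 29% in these data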;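 further: 0% = Melanotan II alone and 100% = Melanotan II plus saturating MCL0020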
# Target sequence (P32245 whole entry, looked up): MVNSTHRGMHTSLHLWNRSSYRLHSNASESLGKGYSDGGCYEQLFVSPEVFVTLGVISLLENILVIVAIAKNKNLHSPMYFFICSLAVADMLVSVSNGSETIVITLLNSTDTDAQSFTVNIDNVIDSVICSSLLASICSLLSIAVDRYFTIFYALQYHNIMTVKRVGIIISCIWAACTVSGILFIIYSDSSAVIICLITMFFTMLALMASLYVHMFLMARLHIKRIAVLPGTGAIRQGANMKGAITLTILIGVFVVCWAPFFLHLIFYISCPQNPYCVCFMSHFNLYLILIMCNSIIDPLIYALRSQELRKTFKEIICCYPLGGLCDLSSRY
#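 Material – human MC4R-expressing U2OS cells · Repeats – no replicates · Detection – TR-FRET with Eu-cAMP and labeled anti-cAMP, 671 nm · Times – compound 30 min, challenge 1 h, detection 1 h · Compound – single nominal compound dose of 6.5 µM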
# aDG glyco act – alpha-DG glycosylation activation; Pro5-aDG cells, alpha-DG glycosylation AlphaScreen (IIH6); 0% Pro5, 100% B10-LARGE cell signal; activation, % at 10 µM; 0.22% of 360,000 active;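 active means activation of at least 8% versus controls, or a plate z-score of at least 8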;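 further: Pro5 are CHO cells carrying HIG-tagged alpha-DG that lacks glycosylation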
# Cardio protect – protects H9c2 cardiomyocytes from peroxide injury; H2O2 injury protection, ATPLite, 2 h; protection from H2O2 cell death, % at 20 µM; 0.63% of 360,000 active; AID 588492;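 active means compounds giving at least 50% protection of heart cells from peroxide-induced death in the single-dose screen, raw or plate-pattern-corrected value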;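 further: 0% = DMSO wells with peroxide and 100% = DMSO wells without peroxide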
# MC4R ag barr – agonists of human melanocortin 4 receptor (MC4R) beta-arrestin; P32245; U2OS MC4R beta-arrestin complementation, luminescence; percent of melanotan II response, DMSO zero; activation, % at 8.9 µM; 0.98% of 360,000 active; AID 540308;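 active means activation above a per-plate cutoff, the mean activation of sample wells on that plate plus 3 SD, cut at about 8% in these data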
# The depositor's hits bear a star; nt = no result given.
SMILES,ABCB6 inh 2,Vif imaging,Glyco luc inh,HTR2A ag,CaV13 FRET inh,PDI turbidity,MC4R antagonist,aDG glyco act,Cardio protect,MC4R ag barr
CC(C)Cc1nc(SCC(=O)N2CC(C)OC(C)C2)c2c(=O)n(C)c(=O)n(C)c2n1 (stereo unspecified),98.0,7.8,-0.9,0.8,-4.9,1.1,-0.2,0.3,3.8,-3.4
COc1ccccc1CCC(=O)NCCCn1ccc2ccccc21,96.0,-1.3,-2.5,-9.6,-2.7,14.6,-8.3,0.0,-2.6,-1.2
Cc1ccc(CSc2nnc(Nc3ccc(C)cc3)s2)cc1,98.0,-2.2,-0.3,0.8,-8.6,-3.6,14.4,-0.1,-7.7,18.6*
CC(C)(C)N(Cc1ccccc1)C(=O)COC(=O)CCc1c[nH]c2ccccc12,94.0,4.9,-0.4,0.5,-5.8,10.6,3.3,0.0,-6.6,-1.2
Cc1c(NC(=O)C(C)OC(=O)CNC(=O)c2ccccc2)c(=O)n(-c2ccccc2)n1C (stereo unspecified),101.0,-19.2,0.9,-4.7,-4.7,0.7,4.2,-0.2,-1.4,-1.6
O=C(COC(=O)c1ccccc1)NCC1COc2ccccc2O1 (stereo unspecified),97.0,-6.6,2.4,-0.6,-5.8,-1.5,0.5,-0.3,3.8,-0.6
Cc1ccc(C)c(-c2cc(C(=O)NC3CC3)c3ccccc3n2)c1,102.0,0.3,0.7,-0.8,-3.0,-1.2,12.7,-0.2,2.5,1.0
O=[N+]([O-])c1cccc(OCCCN2CCC(Cc3ccccc3)CC2)c1,97.0,-4.2,1.6,-11.1,-17.8,-2.6,10.3,-0.3,2.5,2.1
S=c1[nH]nc(COc2ccccc2)n1/N=C/c1ccc(Cl)cc1,98.0,-4.5,1.2,7.3,-18.9,-0.1,8.2,-0.2,-5.5,1.0
COc1ccc(/C=C2/SC(=S)N(CCC(=O)N3CCN(C)CC3)C2=O)cc1,92.0,0.1,5.6,-7.2,-2.5,0.0,-8.6,0.1,-4.8,0.0
COc1cc(/C=N/NC(=O)CSc2cc(C)c(Br)cc2C)ccc1O,94.0,-2.9,-1.2,-2.4,-3.8,14.4,-6.5,0.8,-20.6,0.8
CC(=O)OCc1cc2cccc(C)c2[nH]c1=O,91.0,34.6,1.8,0.1,-4.9,-5.2,3.9,0.0,10.2,-2.0
O=C1CCCC2=C1C(c1cccc(Br)c1)n1nc(-c3ccco3)nc1N2 (stereo unspecified),97.0,-1.1,-1.8,-3.9,-6.8,2.9,12.9,-0.2,-15.9,-1.5
Cc1cc(C)c(S(=O)(=O)N2CCCCCC2)cc1Br,106.0,3.1,-4.5,2.6,-5.4,-0.7,14.9,-0.1,-12.9,-1.4
Cc1cc(=O)[nH]c(SCc2cccc(F)c2)n1,100.0,9.0,1.3,-1.8,-0.8,-1.9,0.3,0.1,5.7,1.6
CCSc1nnc(-c2ccc(S(=O)(=O)N3CCCC3)cc2)n1C,98.0,3.8,1.4,-1.2,-11.5,1.2,2.8,-0.1,1.3,-1.4
CCOc1cc(-c2noc(CCC(=O)NCCc3ccccc3)n2)ccc1OC,97.0,-2.1,1.8,-3.3,-1.1,14.9,8.8,0.2,-0.8,-0.4
CC(=O)c1cn(C2OC(CO)C3OC(C)(C)OC32)c(=O)n(C)c1=O (stereo unspecified),99.0,-6.1,0.6,-6.8,-4.3,1.2,0.3,-0.1,-4.0,0.6
O=C(COc1cccc(NC(=O)c2cccs2)c1)c1ccc(F)cc1,95.0,2.2,-3.2,-4.7,-4.9,-9.2,8.9,0.1,6.4,-3.0
N#Cc1cc(C#N)c(N2CCN(c3cccc(Cl)n3)CC2)nc1N,100.0,-4.5,-1.7,-4.7,-4.2,-2.0,2.2,0.6,8.6,-2.7
O=C(Cc1ccc([N+](=O)[O-])cc1)Nc1ccc2c(c1)CCC2,86.0,9.5,2.3,-4.8,-7.1,-7.2,13.5,0.0,-4.9,4.6
COc1ccc(NC(=O)/C(C#N)=C/c2ccc3c(c2)n(C)c(=O)n3C)cc1,98.0,6.2,-6.0,5.1,-4.2,-4.4,2.2,-0.2,2.6,-0.1
O=C1Cc2ccccc2Sc2c(OCCN3CCCCC3)cccc21,99.0,-3.5,0.4,-1.1,-3.9,13.3,-5.5,0.4,4.7,1.6
Cc1ccc(Nc2c(-c3ccccc3O)nc3ncccn23)cc1,91.0,-11.7,0.9,-0.2,-1.7,-2.5,-2.4,0.0,5.2,0.8
Cc1cccc([C@H]2[C@@H]3C=CC[C@@H](C)[C@@H]3C(=O)N2Cc2ccccc2)c1,95.0,-0.2,-1.6,-1.1,-6.4,-3.9,14.3,0.1,-2.8,1.6
CCOC(=O)C(CCCOc1ccccc1)C(=O)OCC,103.0,-1.0,1.4,3.1,nt,-5.9,2.8,0.0,0.6,1.8
CC(C)CCNC(=O)C1CC(c2ccccc2C(F)(F)F)=NO1 (stereo unspecified),91.0,nt,-3.4,-3.4,-5.0,-3.5,-0.5,0.1,-2.7,0.3
O=C1NC(=S)SC1=Cc1cc(Br)ccc1O,105.0,-4.4,0.9,0.8,-5.6,-3.5,8.1,-0.1,-1.7,-1.2
COCCN(C(=O)COC(=O)c1c(-c2ccccc2)noc1C)c1c(N)n(Cc2ccccc2)c(=O)[nH]c1=O,94.0,nt,-1.0,-3.3,nt,-0.6,12.2,-0.1,0.5,-2.9
COc1cccc(OC)c1C(=O)Nc1ccccc1C(=O)N1CCOCC1,103.0,-2.9,1.7,-4.4,-8.8,3.6,3.3,4.4,4.4,-3.2
CCCS(=O)(=O)NC(=O)C1(C)CCN(C(=O)c2cc(C)on2)C1 (stereo unspecified),99.0,19.2,2.4,4.8,-4.1,-63.6,1.7,-0.1,0.3,-0.5
O=C(NCc1ccco1)C1(c2ccc(Cl)cc2)CCCC1,97.0,nt,0.2,-1.8,-4.5,-8.2,9.8,0.0,0.6,0.2
Cc1cc(C(=O)CSc2nc(N)cc(=O)[nH]2)c(C)n1-c1cccc(F)c1,72.0*,-9.5,0.3,-3.1,-5.2,2.0,4.8,0.5,-11.1,0.0
Clc1ccc(Nc2ccc(Cl)nn2)cc1,101.0,-4.5,0.0,0.6,-4.1,-0.9,-2.5,0.0,7.8,-0.7
CCCC1(C(=O)OC)NC(c2cccc(F)c2)C2C(=O)N(CC)C(=O)C21 (stereo unspecified),89.0,31.7,3.5,0.2,-3.9,14.2,-1.9,-0.1,-0.6,-1.2
COC(=O)c1ccc(C2C(C#N)=C(C)NC3=C2C(=O)CC(C)(C)C3)cc1 (stereo unspecified),97.0,0.0,0.8,-8.2,-7.5,-4.3,13.5,0.4,-0.6,0.3
CC(C)N1CC(C(=O)Nc2ccc(Br)c(Cl)c2)CC1=O (stereo unspecified),100.0,-5.2,0.6,-2.5,-4.1,-0.2,13.8,-0.1,5.8,-0.6
Cc1ccc(C(=O)CSc2nc3ccccc3c(=O)n2N)o1,96.0,-6.6,-11.0,-2.7,-8.6,2.4,4.5,0.0,8.8,-1.9
CN1CCN(c2nc3c(c(=O)n(C)c(=O)n3C)n2Cc2cccc(Br)c2)CC1,97.0,-7.7,-0.7,-4.2,-4.2,-0.5,7.8,0.1,2.8,0.9
CCCn1nc(C(=O)NNC(=O)c2ccc(OC(F)F)cc2)c2ccccc2c1=O,103.0,nt,1.2,-3.1,-2.4,8.3,3.4,-0.1,10.5,-0.9

# The final two records of the part above open the next one:
SMILES,ABCB6 inh 2,Vif imaging,Glyco luc inh,HTR2A ag,CaV13 FRET inh,PDI turbidity,MC4R antagonist,aDG glyco act,Cardio protect,MC4R ag barr
CN1CCN(c2nc3c(c(=O)n(C)c(=O)n3C)n2Cc2cccc(Br)c2)CC1,97.0,-7.7,-0.7,-4.2,-4.2,-0.5,7.8,0.1,2.8,0.9
CCCn1nc(C(=O)NNC(=O)c2ccc(OC(F)F)cc2)c2ccccc2c1=O,103.0,nt,1.2,-3.1,-2.4,8.3,3.4,-0.1,10.5,-0.9
CC(C)c1cc(C(=O)N/N=C/c2cccnc2)n[nH]1,98.0,-12.6,-1.6,-3.2,-8.8,5.5,4.8,-0.3,-6.0,-1.8
O=C(CSc1nnnn1Cc1ccccc1)Nc1ccc2c(c1)OCO2,88.0,4.8,-0.4,-0.6,-5.1,5.6,-0.5,-0.1,13.5,-1.0
CC1(Cc2ccc(Cl)cc2)C(=O)Nc2ccc(-c3cccnc3)cc21 (stereo unspecified),90.0,-16.8,-12.2,-5.9,-4.8,10.8,7.5,0.8,7.2,-3.0
CC1(C(=O)NS(=O)(=O)c2ccc(Cl)cc2)CCN1C(=O)Cc1ccccc1 (stereo unspecified),103.0,24.2,-1.4,2.8,-8.8,3.1,3.8,0.1,-1.3,-0.7
O=S(=O)(c1ccc2oc3ccccc3c2c1)N1CCOCC1,99.0,-3.4,-4.0,-1.2,-5.5,-1.0,3.9,-0.3,-3.6,-1.6
CCCCn1c(SCC(=O)NCc2cccs2)nc2c1c(=O)n(C)c(=O)n2C,92.0,1.5,6.7,-0.1,-10.1,-2.3,2.8,0.3,6.4,-1.0
COc1ccc(C(C)=O)cc1COC(=O)CSC(C)C(=O)Nc1cc(C)on1 (stereo unspecified),96.0,-15.3,-1.2,1.3,-3.5,-10.2,-1.4,-0.1,-1.8,-0.7
Cc1cccc(C)c1NC(=S)N(CCCN1CCCCC1)Cc1ccco1,96.0,10.6,0.6,0.9,5.3,10.2,-0.5,0.0,4.3,1.2
CCC1(C)Cc2c(sc3nnn(CC(=O)Nc4ccccc4)c(=O)c23)CO1 (stereo unspecified),100.0,-13.9,-2.3,8.0,-8.0,-6.9,-4.1,0.0,-6.4,-0.6
NS(=O)(=O)c1ccc(NC(=O)C2CCCN(S(=O)(=O)c3ccc(F)cc3)C2)cc1 (stereo unspecified),94.0,13.9,-2.5,-2.2,nt,-5.3,2.1,0.0,1.4,-0.2
CCC(C)NC(=O)C1CCC(=O)N1CCc1ccccc1 (stereo unspecified),98.0,1.3,1.1,1.4,-11.6,1.7,4.0,0.0,6.5,0.1
N#Cc1ccc(OCC(=O)NCCc2ccc(S(N)(=O)=O)cc2)cc1,109.0,-6.5,-0.9,2.7,nt,-0.6,0.3,-0.1,-5.7,-2.0
O=C(OCCN=C1NS(=O)(=O)c2ccccc21)c1ccco1,95.0,-16.6,2.9,-1.8,-1.6,-4.1,-6.9,-0.2,-6.1,-1.5
Cc1cccc(N2CCN(C(=O)COc3cc4oc(=O)cc(C)c4cc3Cl)CC2)c1C,84.0,3.0,0.3,7.1,-7.5,0.7,15.0,0.8,1.2,-2.9
Fc1ccc(CN2CCN(C(c3ccccc3)c3ccccc3)CC2)cc1,92.0,-0.8,-7.5,-8.8,-19.8,15.1,8.5,-0.1,-3.0,1.0
CC1CC(C)CN(CC(O)COCc2ccccc2F)C1 (stereo unspecified),94.0,2.6,-1.2,-0.5,-18.5,3.7,-1.0,0.1,4.6,-1.5

# Screening data: PubChem, several laboratories
